Yfh1-depleted yeast: enhancers of respiration in Yfh1-depleted yeast, dose response, Friedreich's ataxia, plus single-dose screen (AID 1465) | S. cerevisiae Yfh1-off respiration, WST-1 reduction, 72 h; higher fold induction means a stronger effect | fold induction at 50 µM; hits with a dose series show EC50 in µM | actives 0.074% (n = 220,000);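 active = fold induction of absorbance versus untreated yeast above a set limit, then at least 30% activation at any dose in follow-up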;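 also: activators that raise dye reduction in frataxin-depleted yeast; strong numbers were not always called active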
MT stabilizer: microtubule stabilizers in HeLa cells, primary screen, imaging, high-content imaging; HeLa tubulin immunostaining HCS, 24 h; share of cells brighter than vehicle mean+2SD; % tubulin-high responders, % at 10 µM; actives 0.83% (n = 200,000);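 active = plate Z-score above 3 for both tubulin-high and condensed-nucleus cell shares, with cell loss under 80%, at 10 µM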;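 also: anti alpha tubulin signal scored within the nucleus-defined area of each cell; some results filed as inactive read as strong as hits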
Dynein transport: inhibitors of GR-EGFP nuclear translocation, primary screen, dynein cargo transport inhibitor project, imaging, high-content, 3617.4 mouse cells; test concentration mostly 20 µM; stimulated with dexamethasone, 1 µM; stronger effect = lower value; z-score, hits read low; actives 0.47% (n = 220,000);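 active = plate z-score of nuclear minus cytoplasmic receptor signal below a set negative limit, without overly bright fluorescence or cell loss, cut at about -3.5 in these data, passing the limit was not always enough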;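 also: z-score of nuclear minus cytoplasmic ring GR-EGFP intensity difference per well; some compounds called inactive have numbers as strong as hits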
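Buffer or medium – tet-free medium with charcoal-stripped serum · Signal – automated 10x imaging of fixed Hoechst-stained cells · Also added – dexamethasone agonist, 1.0 µM final, for 30 min · Incubation – induction 48 h, compound 1 h, agonist 30 min · Read-out – GR-EGFP nuclear translocation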
CSM14.1 death rescue: rescue of cells from ER stress-induced death, primary screen, 384-well, CSM14.1, thapsigargin, ATP luminescence (AID 1222); CSM14.1 thapsigargin-induced death rescue, ATP luminescence; higher % means a stronger effect; one-dose cellular ATP content (survival), % at 20 µM; EC50 in µM for titrated hits; 190,000 tested, under 10 active;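 active = EC50 below 50 µM in the dose-response confirmation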;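 also: death triggered by thapsigargin at about 15 µM added after 2 h compound pretreatment; cell ATP read after overnight thapsigargin exposure of roughly 18 to 22 hours; normalized against plate controls of thapsigargin alone and 5% DMSO vehicle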
Autophagy mod: autophagy modulators in MEF cells, primary screen, imaging, high-content, MEF GFP-LC3; MEF GFP-LC3 puncta imaging; test concentration mostly 10 µM; calls only at 10 µM (by protocol); actives 0.98% (n = 190,000);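 active = percentage of spot-positive cells more than 3 SD above its plate mean, without a fluorescence outlier flag or 80% toxicity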;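 also: spot-positive cell cutoff set from DMSO-treated cells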
P. falciparum M1AAP: P. falciparum M1AAP inhibitors, biochemical, fluorogenic H-Leu-NHMec substrate, 1536-well (AID 1445) | one-dose inhibition, % at 30 µM; IC50 in µM for titrated hits | Aminopeptidase N (Plasmodium falciparum (isolate 3D7)) | actives 0.42% (n = 220,000) | recombinant M1AAP, H-Leu-NHMec fluorogenic kinetic assay; higher % means a stronger effect;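 active = primary inhibition above the hit cutoff, then over 50% inhibition at one or more dose response concentrations, cut at about 23% in these data, passing the limit was not always enough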;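 also: plate controls were DMSO full reaction for no effect and no enzyme background for full effect; strong numbers were not always called active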
Ins promoter up: insulin promoter activators in MIN6 cells, imaging, high-content screening, mouse beta cells; actives 0.3% (n = 190,000); AID 1625, 2009; MIN6 insulin promoter-GFP reporter; stronger effect = higher value; z-score at 5 µM;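 active = z-score above 3 at 5 µM with at least 500 cells counted in the well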
M17LAP inhibition: P. falciparum M17LAP inhibitors, primary screen, biochemical, fluorogenic H-Leu-NHMec substrate, 1536-well (AID 1619). Leucine aminopeptidase (Plasmodium falciparum (isolate 3D7)). actives 0.38% (n = 220,000). inhibition, % at 30 µM; hits with a dose series show IC50 in µM. recombinant M17LAP, H-Leu-NHMec fluorogenic kinetic assay; higher % means a stronger effect;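 active = compound inhibiting the enzyme by more than half at any dose during confirmatory dose-response retesting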;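 also: plate controls were full reaction with DMSO carrier for no effect and no enzyme background for full effect; strong numbers were not always called active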
Hep lipid drop: inhibitors of hepatocyte lipid droplet formation, primary screen, imaging, high-throughput imaging, BODIPY stain. actives 0.4% (n = 240,000). AML12 mouse hepatocytes, oleate lipid droplets. AID 1656, 2009. inhibition, % at 6.5 µM;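 active = lipid droplet intensity inhibited by at least 50%, with more than 500 cells counted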
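Assay system: AML12 hepatocytes (mouse); Probe or stimulus: oleic acid at 100 µM to induce lipid droplet formation; Dosing: compound at 6.5 µM only; Schedule: compound with oleate, overnight; Detection: fluorescence imaging, 20x objective, two fields per well; Measure: % inhibition of lipid droplet signal.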
Dynein transport cytoplasmic EGFP: also measured in Dynein transport; calls as there; z-score; measured here: cytoplasmic GR-EGFP intensity; stronger effect = higher value
Dynein transport nuclear GR-EGFP: further read-out of Dynein transport, marked with its call; z-score; measured here: nuclear GR-EGFP intensity;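 lower value marks the stronger effect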
Dynein transport cell count: second read-out of Dynein transport, no call of its own (marks repeat the call); z-score; measured here: cell count per field
Ins promoter up cell count: second read-out of Ins promoter up, no call of its own (marks repeat the call); cell count; measured here: cytotoxicity, nuclei count;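 total cells summed across four imaged fields per well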
Hep lipid drop cells 6.5 µM: further read-out of Hep lipid drop, marked with its call; cell count; measured here: cell count, cytotoxicity flag;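 cells counted across two imaged fields per well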
MT stabilizer Hoechst-high %: recorded beside MT stabilizer, whose call it bears; % Hoechst-high responders; measured here: nuclear condensation Hoechst responders;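 share of cells brighter than vehicle mean plus two SD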
MT stabilizer cytotoxicity %: recorded beside MT stabilizer, whose call it bears; toxicity, %; measured here: cytotoxicity by cell density;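 0% = mean cell density of plate MIN control wells and 100% = no cells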
Autophagy mod cell loss 18 h: recorded beside Autophagy mod, whose call it bears; toxicity, %; measured here: cell loss, nuclei count;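 cell loss after 18 h compound exposure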
Starred values were filed as active, the others as inactive.

`CCOc1ccc2nc(NCCCNS(=O)(=O)c3ccccc3)c(C#N)cc2c1` gave Yfh1-depleted yeast inactive, MT stabilizer 1.6, Dynein transport -0.0334, CSM14.1 death rescue 0.1%, Autophagy mod inactive, P. falciparum M1AAP 8.4%, Ins promoter up 0.25, M17LAP inhibition 11.7%, Hep lipid drop -2.9, Dynein transport cytoplasmic EGFP -0.00476, Dynein transport nuclear GR-EGFP -0.0512, Dynein transport cell count 0.0521, Ins promoter up cell count 1238, Hep lipid drop cells 6.5 µM 776, MT stabilizer Hoechst-high % 0.8, MT stabilizer cytotoxicity % 1.9 and Autophagy mod cell loss 18 h 4.3.
`CC(C)(C)OC(=O)N1CC2Cc3[nH]c(=O)ccc3C(C2)C1` (centres undefined) gave Yfh1-depleted yeast inactive, MT stabilizer 3.9, Dynein transport -0.0678, CSM14.1 death rescue -3.2%, Autophagy mod inactive, P. falciparum M1AAP -1.1%, Ins promoter up 0.66, M17LAP inhibition -7.5%, Hep lipid drop 0.8, Dynein transport cytoplasmic EGFP -0.234, Dynein transport nuclear GR-EGFP -0.00984, Dynein transport cell count 1.05, Ins promoter up cell count 1180, Hep lipid drop cells 6.5 µM 737, MT stabilizer Hoechst-high % 3.1, MT stabilizer cytotoxicity % 7.3 and Autophagy mod cell loss 18 h -2.6.
Screening Cc1cc(=O)[nH]c(SC/C=C/c2ccccc2)n1 returned Yfh1-depleted yeast inactive, MT stabilizer 2.4, Dynein transport 0.332, Autophagy mod inactive, P. falciparum M1AAP -1.8%, Ins promoter up -0.51, M17LAP inhibition 2.0%, Hep lipid drop -9.2, Dynein transport cytoplasmic EGFP -0.286, Dynein transport nuclear GR-EGFP 0.175, Dynein transport cell count 0.763, Ins promoter up cell count 1229, Hep lipid drop cells 6.5 µM 705, MT stabilizer Hoechst-high % 2.2, MT stabilizer cytotoxicity % 9.1 and Autophagy mod cell loss 18 h -0.8.
`CCC(C)NS(=O)(=O)c1ccc(-c2csnn2)s1` (centres undefined) gave Yfh1-depleted yeast inactive, MT stabilizer 2.2, Dynein transport 1.26, CSM14.1 death rescue 2.0%, Autophagy mod inactive, P. falciparum M1AAP 1.5%, M17LAP inhibition 9.1%, Hep lipid drop -2.5, Dynein transport cytoplasmic EGFP -0.169, Dynein transport nuclear GR-EGFP 1.11, Dynein transport cell count -1.3, Hep lipid drop cells 6.5 µM 736, MT stabilizer Hoechst-high % 0.8, MT stabilizer cytotoxicity % 1.7 and Autophagy mod cell loss 18 h -2.6.
Screening CN(C)S(=O)(=O)c1cc(NC(=O)[C@H](Cc2ccccc2)N2C(=O)c3ccccc3C2=O)ccc1Cl returned Yfh1-depleted yeast inactive, MT stabilizer 3.2, Dynein transport -0.696, CSM14.1 death rescue -1.8%, Autophagy mod inactive, P. falciparum M1AAP -5.9%, Ins promoter up 0.18, M17LAP inhibition 15.0%, Hep lipid drop -0.1, Dynein transport cytoplasmic EGFP -0.278, Dynein transport nuclear GR-EGFP -0.712, Dynein transport cell count 0.883, Ins promoter up cell count 1258, Hep lipid drop cells 6.5 µM 686, MT stabilizer Hoechst-high % 3.4, MT stabilizer cytotoxicity % 5.9 and Autophagy mod cell loss 18 h -9.9.
Screening O=[N+]([O-])c1ccc(S(=O)(=O)N2CCN(Cc3c[nH]c4ccccc34)CC2)cc1 returned Yfh1-depleted yeast inactive, MT stabilizer 1.8, Dynein transport 0.524, CSM14.1 death rescue -3.8%, Autophagy mod inactive, P. falciparum M1AAP 5.1%, Ins promoter up 0.03, M17LAP inhibition 6.1%, Hep lipid drop -7.8, Dynein transport cytoplasmic EGFP 0.128, Dynein transport nuclear GR-EGFP 0.178, Dynein transport cell count -0.141, Ins promoter up cell count 902, Hep lipid drop cells 6.5 µM 726, MT stabilizer Hoechst-high % 1.3, MT stabilizer cytotoxicity % 8.1 and Autophagy mod cell loss 18 h 2.7.
Cc1cc2c(N=O)c(NO)ccc2[nH]1 was read as Yfh1-depleted yeast inactive, MT stabilizer 4.4, Dynein transport 0.147, CSM14.1 death rescue -0.4%, Autophagy mod inactive, P. falciparum M1AAP 12.4%, Ins promoter up -1.62, M17LAP inhibition 10.8%, Hep lipid drop 6.4, Dynein transport cytoplasmic EGFP -0.214, Dynein transport nuclear GR-EGFP 0.0545, Dynein transport cell count 0.32, Ins promoter up cell count 857, Hep lipid drop cells 6.5 µM 767, MT stabilizer Hoechst-high % 1.3, MT stabilizer cytotoxicity % 20.7 and Autophagy mod cell loss 18 h 15.6.
Screening C/C(CC(=O)Nc1ccc(Cl)c(C(F)(F)F)c1)=N\NC(=O)c1cc2ccccc2cc1O returned Yfh1-depleted yeast inactive, MT stabilizer 6.0, Dynein transport 0.83, CSM14.1 death rescue -1.3%, Autophagy mod inactive, P. falciparum M1AAP 6.8%, Ins promoter up 0.03, M17LAP inhibition 1.9%, Hep lipid drop -8.1, Dynein transport cytoplasmic EGFP -0.231, Dynein transport nuclear GR-EGFP 0.833, Dynein transport cell count -0.163, Ins promoter up cell count 1352, Hep lipid drop cells 6.5 µM 660, MT stabilizer Hoechst-high % 1.1, MT stabilizer cytotoxicity % 5.0 and Autophagy mod cell loss 18 h 2.7.
Screening Cc1ccc(S(=O)(=O)N(C)c2cc(S(=O)(=O)N3CCC(C)CC3)c(C)cc2C)cc1 returned Yfh1-depleted yeast inactive, MT stabilizer 2.1, Dynein transport -0.0962, CSM14.1 death rescue -0.3%, Autophagy mod inactive, P. falciparum M1AAP 0.8%, Ins promoter up 0.16, M17LAP inhibition 6.3%, Dynein transport cytoplasmic EGFP -0.19, Dynein transport nuclear GR-EGFP -0.242, Dynein transport cell count 0.465, Ins promoter up cell count 1399, MT stabilizer Hoechst-high % 1.0, MT stabilizer cytotoxicity % 5.5 and Autophagy mod cell loss 18 h 1.7.
Screening CCCCN1C(=O)NC(NC(C)=O)(C(F)(F)F)C1=O (centres undefined) returned Yfh1-depleted yeast inactive, MT stabilizer 2.6, Dynein transport 0.934, CSM14.1 death rescue -2.5%, Autophagy mod inactive, P. falciparum M1AAP 10.8%, Ins promoter up -0.63, M17LAP inhibition -6.4%, Hep lipid drop -0.4, Dynein transport cytoplasmic EGFP -0.118, Dynein transport nuclear GR-EGFP -0.42, Dynein transport cell count -0.338, Ins promoter up cell count 1252, Hep lipid drop cells 6.5 µM 718, MT stabilizer Hoechst-high % 1.5, MT stabilizer cytotoxicity % 9.1 and Autophagy mod cell loss 18 h 0.3.
For Cc1ccccc1CS(=O)(=O)Cc1ccc(C(=O)NCc2ccco2)o1 the results were MT stabilizer 3.0, Dynein transport 2.07, CSM14.1 death rescue -0.7%, Autophagy mod inactive, P. falciparum M1AAP 2.5%, Ins promoter up -0.26, M17LAP inhibition 11.2%, Dynein transport cytoplasmic EGFP 0.295, Dynein transport nuclear GR-EGFP 0.676, Dynein transport cell count -0.518, Ins promoter up cell count 1319, MT stabilizer Hoechst-high % 2.6, MT stabilizer cytotoxicity % 12.9 and Autophagy mod cell loss 18 h 3.3.
`COc1ccc(-c2noc(CCC(=O)NCC3CCCO3)n2)cc1` (centres undefined) gave Yfh1-depleted yeast inactive, Dynein transport 0.975, P. falciparum M1AAP -1.1%, Ins promoter up -0.01, M17LAP inhibition 3.5%, Hep lipid drop -0.5, Dynein transport cytoplasmic EGFP 0.0925, Dynein transport nuclear GR-EGFP 0.486, Dynein transport cell count 0.138, Ins promoter up cell count 1457 and Hep lipid drop cells 6.5 µM 688.
Screening CC(=O)c1ccc(NC(=O)CN2C(=O)CCC2=O)cc1 returned Yfh1-depleted yeast inactive, MT stabilizer 2.8, Dynein transport 0.818, CSM14.1 death rescue -0.5%, Autophagy mod inactive, P. falciparum M1AAP 4.0%, Ins promoter up 1.71, M17LAP inhibition -3.0%, Hep lipid drop 6.2, Dynein transport cytoplasmic EGFP -0.215, Dynein transport nuclear GR-EGFP 0.00894, Dynein transport cell count 0.581, Ins promoter up cell count 1504, Hep lipid drop cells 6.5 µM 759, MT stabilizer Hoechst-high % 2.3, MT stabilizer cytotoxicity % 8.4 and Autophagy mod cell loss 18 h -7.3.
CC(C)(C)c1cc(C(=O)NNc2cc(C(F)(F)F)ccc2Cl)n(Cc2ccccc2)n1 was read as Yfh1-depleted yeast inactive, Dynein transport -0.0659, P. falciparum M1AAP 3.2%, Ins promoter up -0.79, M17LAP inhibition -1.2%, Hep lipid drop 13.2, Dynein transport cytoplasmic EGFP -0.231, Dynein transport nuclear GR-EGFP -0.284, Dynein transport cell count -0.0595, Ins promoter up cell count 1289 and Hep lipid drop cells 6.5 µM 695.
O=C(NCc1ccc2c(c1)OCO2)C1CCCN(S(=O)(=O)c2cccs2)C1 (centres undefined) was read as Yfh1-depleted yeast inactive, MT stabilizer 4.0, Dynein transport -0.76, CSM14.1 death rescue -0.8%, Autophagy mod inactive, P. falciparum M1AAP 24.9%*, M17LAP inhibition -4.4%, Hep lipid drop 5.7, Dynein transport cytoplasmic EGFP -0.208, Dynein transport nuclear GR-EGFP -0.304, Dynein transport cell count 1.08, Hep lipid drop cells 6.5 µM 576, MT stabilizer Hoechst-high % 1.6, MT stabilizer cytotoxicity % 6.4 and Autophagy mod cell loss 18 h 10.3.
